FN deposition inh: fibronectin deposition inhibition | AH1F fibroblasts, Alexa488-fibronectin deposition fluorescence, overnight | inhibition, % at 12.6 µM | 350,000 tested, 0.086% active | AID 743247;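 active = mean inhibition across replicates of 30% or more, regardless of how many single replicates reach that level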;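 also: positive control wells lacked labelled fibronectin entirely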
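Assay system: AH1F fibroblast monolayer, labelled fibronectin deposition. Amount: 10000 cells per well. Also added: labelled fibronectin 24 nM. Compound: single-point pinned compound. Incubation: cell attachment 1 h, compound and FN exposure overnight. Detection: fluorescence after three HBSS washes, excitation 485 nm, emission 525 nm. Read-out: inhibition of fibronectin deposition signal.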
PAX8 reporter: inhibitors of PAX8 transcriptional activity in RMG-I cells | 360,000 tested, 1.2% active | inhibition, % at 12.6 µM | AID 652154 | RMG-I TPO-luciferase reporter, SteadyGlo, 24 h;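 active = mean replicate inhibition at least 60% with every replicate also reaching 60%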;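 also: luciferase light reporting Pax8 driven TPO promoter activity; plate controls were median of neutral control wells for no effect and mitoxantrone controls for full effect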
PglD inh: PglD (C. jejuni) enzyme inhibition | 360,000 tested, 0.098% active | purified PglD enzyme, DTNB colorimetric CoA detection | inhibition, % at 12.5 µM; in the data active = inhibition above about 16%, passing the limit was not always enough; also: strong numbers were not always called active
S100A4 MyoIIA: S100A4-myosin IIA interaction inhibition | S100A4/TAMRA-MyoIIA peptide fluorescence polarization | AID 652163 | 360,000 tested, 0.14% active | inhibition, % at 10.7 µM | P26447;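 active = mean inhibition of at least 70% across replicates, with every replicate also reaching that level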
Target sequence (P26447 whole entry, looked up): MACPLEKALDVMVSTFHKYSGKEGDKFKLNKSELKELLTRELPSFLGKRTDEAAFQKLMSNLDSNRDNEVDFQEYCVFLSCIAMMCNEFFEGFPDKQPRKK
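Assay system: human S100A4 monomer with TAMRA-labelled myosin IIA peptide / Buffer or medium: Calcium-containing HEPES buffer, pH 7.2 / Reagent: TAMRA-labelled myosin IIA heavy-chain peptide probe, 5 nM / Compound: one dose per compound / Timing: polarization read 5 min after assay mix addition, stable 5–60 min / Benchmarks: neutral control DMSO, positive control TFP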
EWS-Fli inh: inhibitors of EWS/Fli oncoprotein transcriptional activity | inhibition, % at 12.6 µM | 350,000 tested, 0.67% active | A673 NR0B1-luciferase reporter, viability-normalised;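 active = mean inhibition of at least 50% after viability correction, with every replicate also passing that limit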;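 also: firefly luciferase signal divided by Alamar Blue viability fluorescence both relative to DMSO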
LGR2 inh: blocks bursicon-induced cAMP signaling via Drosophila LGR2; inhibition, % at 9.99 µM; HEK293 LGR2, CRE-luciferase, bursicon-stimulated, 4 h; 380,000 tested, 0.35% active; AID 720647;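 active = drop in luminescence signal, shown as inhibition above about 50% in the replicate tests, limit read from the data, passing the limit was not always enough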;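 also: agonist challenge used bursicon conditioned medium at about half maximal strength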
PGC1a acetyl inh: lowers PGC1a acetylation signal in U2OS cells; 350,000 tested, 0.17% active; inhibition, % at 15.6 µM; AlphaScreen anti-acetyl-lysine; with virally co-expressed GCN5 acetyltransferase;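 active = every replicate shows inhibition of at least 40%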;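 also: 0% = neutral control wells and 100% = positive control wells; some results beyond the cut were filed as inactive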
ERAP1 HTS inh: ERAP1 (human) enzyme inhibition | Q9NZ08 | recombinant ERAP1, Leu-AMC fluorescence, 60 min | inhibition, % at 10.7 µM | 340,000 tested, 0.15% active;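 active = mean replicate inhibition of at least 30%, or all replicates individually reaching that 30% level; inactive = mean below 30% and not every replicate reaching it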;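 also: 0% = neutral control wells and 100% = L-leucinethiol positive control wells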
Target sequence (Q9NZ08 whole entry, looked up): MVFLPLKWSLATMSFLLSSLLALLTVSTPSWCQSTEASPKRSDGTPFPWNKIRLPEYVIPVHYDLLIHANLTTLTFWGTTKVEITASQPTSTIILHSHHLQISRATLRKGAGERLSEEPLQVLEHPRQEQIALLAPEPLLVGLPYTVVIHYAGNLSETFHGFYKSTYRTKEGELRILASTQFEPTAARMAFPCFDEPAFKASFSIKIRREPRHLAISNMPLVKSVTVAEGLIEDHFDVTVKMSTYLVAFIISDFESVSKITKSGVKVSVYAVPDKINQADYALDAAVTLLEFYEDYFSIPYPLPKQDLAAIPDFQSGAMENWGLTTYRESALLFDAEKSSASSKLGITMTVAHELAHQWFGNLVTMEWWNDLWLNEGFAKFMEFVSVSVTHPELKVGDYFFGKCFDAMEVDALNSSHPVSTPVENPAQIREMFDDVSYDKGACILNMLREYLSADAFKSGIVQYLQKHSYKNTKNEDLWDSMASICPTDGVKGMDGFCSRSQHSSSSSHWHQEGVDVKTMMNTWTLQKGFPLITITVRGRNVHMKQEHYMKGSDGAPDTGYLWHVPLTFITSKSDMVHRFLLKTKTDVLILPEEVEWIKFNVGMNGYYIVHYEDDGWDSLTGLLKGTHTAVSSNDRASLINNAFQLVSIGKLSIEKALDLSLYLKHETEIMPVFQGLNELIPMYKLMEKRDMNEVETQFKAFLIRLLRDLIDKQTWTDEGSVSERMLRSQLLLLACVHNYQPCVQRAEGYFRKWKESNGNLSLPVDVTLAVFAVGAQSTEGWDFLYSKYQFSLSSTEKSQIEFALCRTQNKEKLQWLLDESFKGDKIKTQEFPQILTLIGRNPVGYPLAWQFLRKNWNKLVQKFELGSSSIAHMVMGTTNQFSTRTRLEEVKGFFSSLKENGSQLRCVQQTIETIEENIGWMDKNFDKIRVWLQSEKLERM
Numbers without * were called inactive; · = not tested or not shown; & = joins results of further samples.

Screens by letter: A = FN deposition inh; B = PAX8 reporter; C = PglD inh; D = S100A4 MyoIIA; E = EWS-Fli inh; F = LGR2 inh; G = PGC1a acetyl inh; H = ERAP1 HTS inh
O=[N+]([O-])c1ccc(CS(=O)(=O)c2ccc(Cl)cc2)cc1
  A: 5; B: -6; C: -6; D: -1; E: 0; F: -6; G: -9; H: 5
CCC1SC(CC)C(=O)N(CC(=O)NC2CCCCC2)C1=O (centres undefined)
  A: ·; B: -16; C: ·; D: 17; E: 2; F: 13; G: 1; H: 4
C[C@@H]1CN([C@@H](C)CO)C(=O)c2cccc(NS(=O)(=O)c3ccc(F)cc3)c2O[C@@H]1CN(C)Cc1ccc(C(F)(F)F)cc1
  A: ·; B: 37; C: -2; D: -26; E: 10; F: -2; G: -17; H: 1
CSc1ccc(S(=O)(=O)NCc2ccccc2Cl)cc1
  A: -4; B: ·; C: 5; D: ·; E: ·; F: 3; G: 21; H: ·
CS(=O)(=O)Nc1cccc(C2=NN(S(=O)(=O)c3ccccc3)C(c3ccco3)C2)c1 (centres undefined)
  A: -8; B: -15; C: ·; D: -8; E: 15; F: -5; G: -2; H: -7
Cc1c(C)n(C)c2ccc(C(=O)NCCCN3CCCCC3C)cc12 (centres undefined)
  A: 8; B: -10; C: 2; D: -5; E: -9; F: 2; G: 0; H: 2
Cn1c(SCC(=O)Nc2ccc3c(c2)OCCO3)nnc1-c1cccnc1
  A: -2; B: -8; C: 4; D: -5; E: -13; F: -6; G: ·; H: 1
NC(=O)NN=C1CCN2CCCc3cccc1c32
  A: 0; B: 6; C: -2; D: 8; E: -4; F: -19; G: 15; H: -6
CN(Cc1ccncn1)C(=O)C1CCC(=O)N(Cc2cccc(C(F)(F)F)c2)C1 (centres undefined)
  A: -10; B: ·; C: 1; D: 3; E: -5; F: -11; G: -2; H: 2
O=C(NC1CCCCC1)C(c1cccs1)N(Cc1cccs1)C(=O)c1cccs1 (centres undefined)
  A: -11; B: 16; C: 1; D: ·; E: ·; F: ·; G: -21; H: ·
COc1ccc(N=C(C)c2sc3ccccc3c2O)cc1
  A: 4; B: -241; C: -3; D: -31; E: -118; F: -111; G: -2; H: -1
COc1ccc(S(=O)(=O)N(C)C[C@@H]2Oc3c(NC(=O)C4CCCCC4)cccc3C(=O)N([C@H](C)CO)C[C@H]2C)cc1
  A: ·; B: 4; C: 1; D: 2; E: -1; F: 1; G: 10; H: 3
CN(C)Cc1cn(CC[C@@H]2CC[C@H](NS(=O)(=O)c3ccc(-c4ccccc4)cc3)[C@@H](CO)O2)nn1
  A: 3; B: 3; C: -1; D: 0; E: 1; F: -5; G: -5; H: 2
CCN(Cc1ccccc1)C(=O)Cn1c(=O)oc2ccccc21
  A: -8; B: 9; C: -1; D: -2; E: -3; F: 1; G: 0; H: 3
COc1ccc(CNc2ncnc(N)n2)cc1
  A: ·; B: ·; C: 8; D: -6; E: ·; F: -9; G: ·; H: 3
Cc1nc(N2[C@H](CO)[C@H](c3ccccc3)[C@H]2CNCC2CCCCC2)sc1C
  A: -5; B: ·; C: ·; D: 2; E: -5; F: -6; G: ·; H: -2
CN1CCN(C(=O)C2=C[C@@H](c3coc4ccccc4c3=O)C[C@@H](OCc3ccc(CO)cc3)O2)CC1
  A: -5; B: 6&21; C: -2&3; D: -18&0; E: -1&-1; F: 2; G: -7&3; H: 1&4
CCC(=O)N(C)C[C@@H]1Oc2ncc(C#Cc3cccnc3)cc2C(=O)N([C@H](C)CO)C[C@@H]1C
  A: ·; B: -2; C: -1; D: 2; E: 4; F: 25; G: -2; H: 1
CCCNC(=O)C[C@@H]1CC[C@@H]2[C@H](COc3ccc(NC(=O)CCC)cc3C(=O)N2C)O1
  A: 1; B: -48; C: 3; D: -2; E: -2; F: 7; G: 8; H: -1
CCOC(=O)Cc1csc(SCC(=O)NC(C)C23CC4CC(CC(C4)C2)C3)n1 (centres undefined)
  A: -4; B: 1; C: -2; D: ·; E: ·; F: -5; G: -10; H: ·
N#C[C@H]1[C@@H](c2ccccc2-c2cccc(F)c2)[C@@H](CO)N1C(=O)C1CCCCC1
  A: 4; B: -31; C: ·; D: 4; E: -8; F: -3; G: 7; H: 3
CCN(Cc1ccncc1)C(=O)Cc1cccs1
  A: 3; B: -10; C: -8; D: 5; E: 13; F: -6; G: 17; H: -3
Clc1ccccc1/C=N/Nc1cc(N2CCOCC2)ncn1
  A: -4; B: -36; C: -7; D: -2; E: -83; F: -27; G: ·; H: 0
CC(=O)Nc1ccc(NCCc2cccs2)cc1
  A: 2; B: 8; C: -2; D: -6; E: -23; F: -18; G: 6; H: -3
Cc1cn2c(=O)c(C(=O)N3CCN(c4ccccc4Cl)CC3)cnc2s1
  A: 4; B: ·; C: ·; D: 1; E: 0; F: -15; G: ·; H: -2
N#Cc1ccc(-c2nc3ccc(Br)cn3c2Cc2ccccc2C(F)(F)F)cc1
  A: 15; B: -38; C: -1; D: 1; E: -26; F: -9; G: -20; H: 7
COc1cc(CC(=O)NCc2ccco2)cc(OC)c1OC
  A: -6; B: 11; C: 22*; D: ·; E: ·; F: ·; G: 0; H: ·
Cc1noc(C)c1NC(=O)N(C)C[C@@H]1Oc2ccc(NC(=O)NC(C)C)cc2C(=O)N([C@H](C)CO)C[C@H]1C
  A: ·; B: -8; C: 2; D: 5; E: -5; F: -23; G: 2; H: -1
COc1ccc(S(=O)(=O)N(C)C[C@@H]2Oc3ccc(NC(=O)NC4CCCCC4)cc3C(=O)N([C@@H](C)CO)C[C@@H]2C)cc1
  A: -4; B: ·; C: 2; D: -7; E: 3; F: 11; G: -5; H: 3
CCCN1C[C@H](C)[C@H](OC)CN(C)C(=O)c2cc(NS(C)(=O)=O)ccc2OC[C@@H]1C
  A: 7; B: 2; C: -1; D: ·; E: 1; F: 14; G: -4; H: ·

Full records as entered above.
Shown for CCOC(=O)Cc1csc(SCC(=O)NC(C)C23CC4CC(CC(C4)C2)C3)n1 (centres undefined) = FN deposition inh: -4; PAX8 reporter: 1; PglD inh: -2; S100A4 MyoIIA: ·; EWS-Fli inh: ·; LGR2 inh: -5; PGC1a acetyl inh: -10; ERAP1 HTS inh: ·
Shown for Cn1c(SCC(=O)Nc2ccc3c(c2)OCCO3)nnc1-c1cccnc1 = FN deposition inh: -2; PAX8 reporter: -8; PglD inh: 4; S100A4 MyoIIA: -5; EWS-Fli inh: -13; LGR2 inh: -6; PGC1a acetyl inh: ·; ERAP1 HTS inh: 1

Next compounds
Screens by letter: A = FN deposition inh; B = PAX8 reporter; C = PglD inh; D = S100A4 MyoIIA; E = EWS-Fli inh; F = LGR2 inh; G = PGC1a acetyl inh; H = ERAP1 HTS inh
CC(C)CC(CCc1ccccc1)OS(N)(=O)=O (centres undefined)
  A: -9; B: 3; C: 3; D: -3; E: -1; F: -6; G: 12; H: 2
Cc1noc(C)c1NC(=O)Nc1ccc2c(c1)C(=O)N([C@@H](C)CO)C[C@H](C)[C@@H](CN(C)C)OCCCC[C@@H](C)O2
  A: ·; B: -10; C: 1; D: -5; E: -8; F: 16; G: 5; H: 4
CCN1[C@H](C(=O)Nc2ccccc2)[C@@H](CO)[C@@H]2Cn3c(ccc(-c4ccncc4)c3=O)[C@@H]21
  A: ·; B: -2; C: 0; D: 11; E: -6; F: 6; G: -5; H: 5
Cc1ccc(S(=O)(=O)Nc2ccccc2N2CCOCC2)cc1
  A: ·; B: 26; C: -3; D: -3; E: -10; F: 10; G: ·; H: 0
CC(C)(C)c1cc(C(=O)N/N=C/c2ccccn2)n[nH]1
  A: 4; B: -72; C: -6; D: -3; E: -21; F: -40; G: 7; H: -4
Cc1cc(Cl)ccc1C(O)c1ncc(-c2cccc(F)c2)[nH]1 (centres undefined)
  A: -2; B: -7; C: 0; D: -4; E: -3; F: -2; G: 0; H: 10
O=C(O)/C=C/c1ccc(S(=O)(=O)NCc2cccnc2)cc1
  A: 1; B: -4; C: -1; D: -2; E: 0; F: -6; G: 0; H: 0
CCS(=O)(=O)Nc1ccc2c(c1)C(=O)N(C)C[C@H](OC)[C@@H](C)CN(CCC(F)(F)F)[C@H](C)CO2
  A: 0; B: -5; C: ·; D: 25; E: ·; F: 4; G: -3; H: -2
CO[C@@H]1CN(C)C(=O)c2cc(NC(=O)Cc3ccccc3)ccc2OC[C@@H](C)N(C(=O)c2ccccc2F)C[C@H]1C
  A: -6; B: 1; C: 1; D: -17; E: -2; F: -24; G: 15; H: -1
O=C(COC(=O)c1ccc2ncsc2c1)NCc1ccccc1Cl
  A: -3; B: 2; C: 4; D: -3; E: -14; F: -10; G: 5; H: 1
O=C(N/N=C/c1ccc(N2CCOCC2)cc1)c1ccc(NS(=O)(=O)c2cccs2)cc1
  A: 2; B: -15; C: 5; D: -29; E: -8; F: 2; G: -13; H: -2
COC(=O)c1ccc(OC(=O)N2CCOCC2)cc1
  A: 1; B: -18; C: -10; D: -3; E: -4; F: -2; G: 20; H: -5
CCOc1cccc(C2C(C(=O)c3ccc(C)o3)=C(O)C(=O)N2c2nccs2)c1 (centres undefined)
  A: -1; B: 8; C: 0; D: ·; E: ·; F: ·; G: 3; H: ·
NC(N)=Nc1nc(-c2ccccc2)c2cc(F)ccc2n1
  A: -10; B: 32; C: 6; D: 19; E: 34; F: 48; G: -10; H: -3
O=C(c1ccc(Br)cc1)c1cc2ccc(O)cc2oc1=O
  A: 3; B: -19; C: -6; D: -5; E: -3; F: -3; G: ·; H: -6
C[C@H](CO)N1C[C@H](C)[C@@H](CN(C)C(=O)Nc2ccc3c(c2)OCO3)Oc2c(NC(=O)C3CC3)cccc2C1=O
  A: ·; B: -1; C: 0&2; D: -5&-2; E: -2&-8; F: 5&-5; G: 1; H: 0&0
Cc1ccc(CS(=O)(=O)CCC(=O)NCc2ccccc2Cl)cc1
  A: -5; B: 1; C: 0; D: 0; E: ·; F: 11; G: 3; H: -3
CCC(=O)NC[C@@H]1[C@@H](c2ccc(C3=CCCC3)cc2)[C@@H](CO)N1C(=O)CN(C)C
  A: ·; B: ·; C: ·; D: 3; E: ·; F: 12; G: -7; H: 1
O=C1CSC(c2ccccn2)N1c1ccccc1F (centres undefined)
  A: -2; B: -4; C: ·; D: 7; E: 1; F: -12; G: ·; H: 5
C[C@@H]1CCCCO[C@@H](CN(C)Cc2ccc(C(=O)O)cc2)[C@@H](C)CN([C@H](C)CO)C(=O)c2cc(NC(=O)Nc3ccc(C(F)(F)F)cc3)ccc2O1
  A: ·; B: -14; C: -1; D: -21; E: -2; F: 11; G: 13; H: 0
O=C(Nc1ccccc1Cl)c1cc(C2CCCCN2C(=O)C2CCCCC2)on1 (centres undefined)
  A: 2; B: -20; C: 0; D: -1; E: 4; F: 9; G: -3; H: -3
CNC(=S)N1CCN(c2ccc(Cl)c(Cl)c2)CC1
  A: 1; B: -3; C: ·; D: -1; E: 3; F: -5; G: ·; H: 0
CCOc1ccc(-c2cccc(NS(=O)(=O)c3ccccc3[N+](=O)[O-])c2)nn1
  A: 3; B: 3; C: 1; D: -3; E: 7; F: -6; G: -9; H: 0
Cc1ccc(N2CCN(C(=O)c3nn(C)c4c3CS(=O)(=O)c3ccccc3-4)CC2C)cc1 (centres undefined)
  A: 7; B: 30; C: ·; D: -10; E: ·; F: 8; G: 5; H: -2
COc1cccc(/C=N/c2nc3ccccc3n2C)c1O
  A: 6; B: 11; C: -3; D: 3; E: 3; F: ·; G: ·; H: 0
O=C(NCc1ccccc1)[C@H]1CCCN1C(=O)[C@H]1CCCN1C(=O)c1cccc(F)c1
  A: 3; B: -2; C: ·; D: 0; E: -10; F: -4; G: ·; H: -3
O=C(NCCN=C1NS(=O)(=O)c2ccccc21)c1ccccc1
  A: 6; B: -15; C: -2; D: -14; E: -4; F: -2; G: 6; H: -6
CC(CC(=O)Nc1ccc2c(c1)c(=O)n(C)n2-c1ccccc1)c1ccccc1 (centres undefined)
  A: 6; B: -6; C: -5; D: -1; E: 56*; F: 11; G: 5; H: 7

Source: PubChem
